TPT1 inh = blocks Candida albicans tRNA 2'-phosphotransferase | actives 0.81% (n = 300,000) | inhibition, % at 5 µM | recombinant caTPT1, FP RNA substrate dephosphorylation;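 active means inhibition above the mean of all tested compounds plus 3 SD, set per screening campaign, cut at about 24% in these data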;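 further: plate controls were DMSO alone for no effect and ferristatin control at 100 nM for full effect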
PP5 inh = inhibitors of human protein phosphatase 5 (PP5); inhibition, % at 6.7 µM; actives 0.18% (n = 320,000); P53041; purified PP5c, OMFP substrate fluorescence;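 active means inhibition above the campaign's mean inhibition across all tested compounds plus 3 SD, cut at about 9.5% in these data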;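 further: 0% = DMSO only and 100% = 100 µM cantharidin control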
CTSL1 counter = blocks F. hepatica cathepsin L1 in PFM18AAP counter-screen; actives 0.49% (n = 300,000); recombinant F. hepatica cathepsin L1, Z-Leu-Arg-MCA fluorescence; inhibition, % at 5.96 µM;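 active means inhibition above the mean of all tested compounds plus 3 SD, set per screening campaign, cut at about 17% in these data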;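 further: 0% = plate median of test compound wells and 100% = 1 µM Z-Phe-Ala-diazomethylketone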
proCasp3 act = activators of human procaspase-3. activation, % at 8.5 µM. recombinant procaspase-3 D3A, Ac-DEVD-pNA absorbance 405 nm. actives 0.11% (n = 330,000). P42574;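 active means activation above the mean of all tested compounds plus 3 SD, cut at about 21% in these data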;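 further: 0% = DMSO alone and 100% = DMSO wells spiked with extra 5 µM PC-3 D3A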
Target sequence (P42574 whole entry D9A/D28A/D175A): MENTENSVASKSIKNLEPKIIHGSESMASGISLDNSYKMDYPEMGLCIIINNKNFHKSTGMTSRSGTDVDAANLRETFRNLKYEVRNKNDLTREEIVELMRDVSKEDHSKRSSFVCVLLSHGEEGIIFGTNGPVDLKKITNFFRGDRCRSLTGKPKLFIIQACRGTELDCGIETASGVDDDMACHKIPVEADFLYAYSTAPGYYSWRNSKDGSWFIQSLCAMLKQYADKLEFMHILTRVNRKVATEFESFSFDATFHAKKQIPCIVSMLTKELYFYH
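Evaluation: percent activation relative to control range; Material: Procaspase-3 D3A mutant, all three cleavage aspartates alanine; Compound: single dose, 8.5 µM nominal compound, 0.8% DMSO; Replication: one well per compound; Signal: absorbance at 405 nm, 0 and 120 min; Schedule: 1 h preincubation plus 2 h reaction at 25 °C.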
PP1 inh = PP1-alpha (human) inhibition in PP5 counter-screen. P62136. actives 0.9% (n = 320,000). purified PP1alpha, OMFP fluorescence. inhibition, % at 6.7 µM;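 active means inhibition above the mean inhibition of all tested compounds plus 3 SD, computed separately for each screening campaign, cut at about 15% in these data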
Target sequence (P62136 whole entry, looked up): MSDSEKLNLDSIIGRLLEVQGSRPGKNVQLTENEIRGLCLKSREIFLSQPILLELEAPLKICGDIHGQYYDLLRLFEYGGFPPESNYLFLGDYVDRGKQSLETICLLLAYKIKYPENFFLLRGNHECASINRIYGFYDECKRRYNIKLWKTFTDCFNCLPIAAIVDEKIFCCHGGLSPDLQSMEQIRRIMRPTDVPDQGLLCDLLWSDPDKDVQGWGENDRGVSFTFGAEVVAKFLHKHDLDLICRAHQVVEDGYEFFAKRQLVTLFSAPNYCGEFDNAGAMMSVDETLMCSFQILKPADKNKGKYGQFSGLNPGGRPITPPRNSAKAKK
PAFAH2 FP inh = PAFAH2 (human) inhibition; AID 492956; Q99487; actives 0.99% (n = 340,000); recombinant PAFAH2, FP-rhodamine activity probe, fluorescence polarization; inhibition, % at 3.39 µM;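 active means inhibition above the mean over all tested compounds plus 3 SD, cut at about 30% in these data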;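 further: inhibitors block probe labeling of enzyme so polarization drops; 0% = enzyme with DMSO and 100% = wells lacking PAFAH2 protein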
proCasp7 act = counter-screen: procaspase-7 (human) activation | P55210 | recombinant procaspase-7, Ac-DEVD-pNA absorbance 405 nm; D23A/D198A/D206A triple mutant, cannot self-cleave; scale: DMSO 0, 5 µM enzyme 100 | activation, % at 8.5 µM | actives 0.093% (n = 330,000);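 active means percent activation above the screen-wide mean plus 3 SD, cut at about 25% in these data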
Target sequence (P55210 whole entry D23A/D198A/D206A): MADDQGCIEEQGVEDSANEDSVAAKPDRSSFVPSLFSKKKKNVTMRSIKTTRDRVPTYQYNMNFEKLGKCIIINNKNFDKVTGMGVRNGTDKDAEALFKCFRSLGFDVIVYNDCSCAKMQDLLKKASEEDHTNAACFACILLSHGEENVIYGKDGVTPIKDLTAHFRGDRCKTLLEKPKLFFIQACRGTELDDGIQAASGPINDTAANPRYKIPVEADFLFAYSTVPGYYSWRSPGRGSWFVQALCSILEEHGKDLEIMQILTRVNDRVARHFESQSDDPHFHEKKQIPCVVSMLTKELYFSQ
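Assay system: Uncleavable procaspase-7 mutant enzyme / Input: 2 µM procaspase-7 mutant as dispensed / Dosing: single nominal 8.5 µM compound dose, 0.8% DMSO final / Timing: 1 h enzyme–compound preincubation and 2 h substrate reaction, both 25 °C / Detection: p-Nitroaniline absorbance at 405 nm, read at 0 and 120 min / Replication: singlicate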
core dimer inh = HCV core protein dimerization inhibition. TR-FRET GST/Flag-core106 dimerization, 1536-well. inhibition, % at 5 µM. actives 0.33% (n = 300,000). AID 1899;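 active means inhibition above the mean of all tested compounds plus 3 SD, set per screening campaign, cut at about 45% in these data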
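System – GST-tagged and Flag-tagged HCV core protein residues 1-106 · Repeats – one well for each compound · Technique – TR-FRET 671 and 617 nm emission · Doses – one concentration, 5 µM, in 0.5% DMSO · Times – 4 h, 22.5 °C incubation · Also added – Eu donor and XL665 acceptor anti-tag antibodies · Measure – percent inhibition of core106 dimerization signal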
AHR activator = human AHR activation | P35869 | AHR-responsive luciferase reporter cells, luminescence | activation, % at 5 µM | actives 2.5% (n = 320,000) | AID 2796; in the data active means activation above about 47%;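 further: 0% = vehicle wells and 100% = reference agonist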
Active calls of the source: *; . = not tested or not shown.

SMILES	TPT1 inh	PP5 inh	CTSL1 counter	proCasp3 act	PP1 inh	PAFAH2 FP inh	proCasp7 act	core dimer inh	AHR activator
O=S(=O)(c1ccccc1)c1nnn2c1nc(NC1CCN(Cc3ccccc3)CC1)c1ccccc12	-1	5.2	-3	2	3	-13	-8	-3	2
C=CCn1c(SCC(=O)Nc2ccc3c(c2)OCO3)nnc1-c1cc(Br)ccc1O	-2	2.7	-3	2	2	10	-7	4	1
CC(C)n1c(N2CCN(C(=O)N3CCCCC3)CC2)nc2ccccc21	-3	-1.3	-3	8	0	33*	-5	5	0
O=c1c2ccccc2nc(CSc2nnnn2-c2ccccc2)n1-c1cccc(C(F)(F)F)c1	-1	4.7	-2	1	0	-6	3	5	-1
COc1ccc([N+](=O)[O-])cc1NC(=O)Nc1ccc(OC)c(OC)c1	-3	2.2	-4	0	-2	-11	4	-3	13
Cc1onc(-c2ccccc2Cl)c1C(=O)Nc1cc(=O)n(C)c(=O)n1C	-2	1.2	-1	-5	-2	9	-1	0	1
Cc1cccc(OCCOCCSc2ncccn2)c1	3	4.0	-4	1	-4	2	-6	-7	62*
CC1CCN(Cc2nnnn2CCCC(=O)NCCN2CCOCC2)CC1	-1	-1.9	-2	-7	-4	-9	2	9	-2
O=C(CSc1nccn1Cc1ccco1)Nc1ccccc1C(F)(F)F	-4	2.5	3	4	2	-2	-2	9	-2
Cc1ccc(NC(=O)c2cccc3c2-c2ccccc2C3=O)cc1C	-2	2.7	1	3	-2	-4	5	8	8
COc1ccc(-c2nnc(SCC(=O)N3CCCC(C)C3)o2)c(OC)c1 (configuration not stated)	-3	1.5	4	2	3	-7	-1	-2	4
COC(=O)c1ccc(CSc2cc(C)c3cc(C)cc(C)c3n2)o1	-4	1.2	3	-1	6	2	6	-3	2
C/C(=N\NS(=O)(=O)c1ccc([N+](=O)[O-])cc1)c1c[nH]c2ccccc12	4	2.4	0	3	-2	-6	-4	-16	9
Cc1ccc(CNC(=O)C2CCC(CNc3c(N4CCOCC4)c(=O)c3=O)CC2)cc1 (configuration not stated)	-2	0.8	-1	4	-4	-1	4	-2	-1
Nc1cc(N)nc(SCC(=O)N2CCN(S(=O)(=O)c3ccccc3)CC2)n1	-3	0.8	2	-4	-3	6	1	-3	1
O=C(O)C1Nc2ccc(C(F)(F)F)cc2C2OCCC12 (configuration not stated)	-2	-1.4	2	7	-1	8	6	6	3
COc1ccc(OCC(=O)Nc2nnc(-c3ccco3)s2)cc1	4	3.2	0	-2	11	5	8	54*	13
COCCNC(=O)C1CCC(=O)N1S(=O)(=O)c1ccc(C)cc1 (configuration not stated)	2	-1.9	-6	-1	0	-9	7	8	0
CC(C#N)OC(=O)c1cccnc1SCC(=O)Nc1ccc2c(c1)OCO2 (configuration not stated)	.	.	.	0	.	-2	-1	.	47
O=C(O)C1C2C=CC(C2)C1C(=O)N1CCOCC1 (configuration not stated)	2	1.2	-2	-5	-2	-4	-12	5	-1

Complete entries from above. Values in the order: TPT1 inh, PP5 inh, CTSL1 counter, proCasp3 act, PP1 inh, PAFAH2 FP inh, proCasp7 act, core dimer inh, AHR activator
Entry for COCCNC(=O)C1CCC(=O)N1S(=O)(=O)c1ccc(C)cc1 (configuration not stated) : 2, -1.9, -6, -1, 0, -9, 7, 8, 0
Entry for O=c1c2ccccc2nc(CSc2nnnn2-c2ccccc2)n1-c1cccc(C(F)(F)F)c1 : -1, 4.7, -2, 1, 0, -6, 3, 5, -1
Entry for C/C(=N\NS(=O)(=O)c1ccc([N+](=O)[O-])cc1)c1c[nH]c2ccccc12 : 4, 2.4, 0, 3, -2, -6, -4, -16, 9

The listing continues:
SMILES	TPT1 inh	PP5 inh	CTSL1 counter	proCasp3 act	PP1 inh	PAFAH2 FP inh	proCasp7 act	core dimer inh	AHR activator
Cc1cccc(NC(=O)NNC(=O)COc2ccc3ccccc3c2)c1	4	-1.5	-3	2	-4	-8	2	-329	13
CCCCNC(=O)c1c[nH]c2ccc(S(=O)(=O)Nc3ccc(OCC)cc3)cc2c1=O	-1	1.2	1	-5	5	1	-10	1	10
COc1ccc(C(=O)NC2CCN(Cc3ccccc3)C2)cc1S(=O)(=O)N1CCOCC1 (configuration not stated)	.	-3.5	.	6	-4	3	0	.	0
COc1ccc(Cl)cc1C(=O)Nc1ccc(Br)c(C)n1	-2	2.8	-2	3	-3	14	12	1	6
NC(=NC(=O)c1ccccc1)N1N=CCC1c1ccccc1 (configuration not stated)	-4	3.5	-4	8	1	-1	3	-13	0
COc1ccc(Cl)cc1NC(=O)c1sc2nc(C)nc(N3CCOCC3)c2c1C	0	-3.8	2	6	-2	2	4	2	1
Cc1ccc(NC(=O)c2cccs2)cc1NC(=O)c1cccnc1	-10	-0.7	0	-5	-1	5	4	-5	13
Cc1ccc2cccc(OCc3ccc(F)cc3)c2n1	1	-1.8	-3	0	0	-2	4	12	17
CCCCC(=O)N1CCN(c2nc3ccc(F)cc3s2)CC1	0	1.8	-10	-4	-3	4	7	6	0
COc1ccc(C(=O)NNC(=S)NC(=O)c2ccc(Cl)cc2)cc1	0	2.4	2	0	-2	.	-10	-1	5
CS(=O)(=O)N(CC(=O)NCCSCc1cccc(Cl)c1)c1ccccc1F	1	0.0	0	6	-1	11	0	1	4
COC(=O)/C(=C\Nc1ccc(Cl)cc1Cl)NC(=O)c1ccccc1	-2	1.4	7	3	0	1	9	6	17
CCCCCOc1ccccc1C(=O)NCC(=O)O	-2	-0.1	1	-2	-2	13	-3	-8	0
COCCNC(=O)c1csc(Nc2cccc3ccccc23)n1	-3	1.1	0	0	1	1	12	3	39
O=C(NNC(=O)c1cc(OCC(F)(F)F)ccc1OCC(F)(F)F)c1ccc(Cl)c(Cl)c1	-3	4.9	3	-3	1	6	-10	9	12
Cc1cccc(NC(=O)CN2C(=S)NC(C)(C)CC2C)c1C (configuration not stated)	-5	-1.0	-3	2	-2	1	0	-8	2
COc1ccc(C(N)=O)cc1NC(=O)CC(O)(C(F)(F)F)C(F)(F)F	-6	2.7	-1	7	-2	-4	8	9	-5
O=C(O)[C@@H]1CCCN1S(=O)(=O)c1cccc2cccnc12	-4	0.5	-7	6	1	0	6	-23	-3
COCCNC(=O)c1c(C)cc(C)cc1C	1	1.9	-1	3	-1	2	-2	4	-1
Cc1ccc(NC(=S)NCc2ccc(F)cc2)cc1	0	-1.3	1	6	-2	0	-2	1	3

Part of the list above, as comma-separated lines.
SMILES,TPT1 inh,PP5 inh,CTSL1 counter,proCasp3 act,PP1 inh,PAFAH2 FP inh,proCasp7 act,core dimer inh,AHR activator
O=C(O)[C@@H]1CCCN1S(=O)(=O)c1cccc2cccnc12,-4,0.5,-7,6,1,0,6,-23,-3
COCCNC(=O)c1c(C)cc(C)cc1C,1,1.9,-1,3,-1,2,-2,4,-1
Cc1ccc(NC(=S)NCc2ccc(F)cc2)cc1,0,-1.3,1,6,-2,0,-2,1,3

Other results follow.
SMILES	TPT1 inh	PP5 inh	CTSL1 counter	proCasp3 act	PP1 inh	PAFAH2 FP inh	proCasp7 act	core dimer inh	AHR activator
CCC(=O)Oc1oc(-c2ccccc2)nc1C=Nc1ccc(C)cc1	-5	1.9	26*	-4	-5	-9	3	4	4
Cc1ccc(CNc2nnnn2C)cc1	-3	0.3	5	3	-4	4	10	-3	1
Cc1cnc(NC(=O)c2ccc(-c3nc4ccccc4s3)o2)s1	0	1.5	5	-11	5	0	-11	10	89*
CCOC(=O)c1c(N)sc2c(OC)c(Br)ccc12	-7	6.5	1	-2	0	-5	3	-10	30
CCc1ccc(-c2nnn(Cc3nn[nH]n3)n2)cc1	-3	4.6	5	2	-4	-5	-2	-16	0
CC(C)CC(=O)NC(NC(=S)Nc1ccccc1)C(Cl)(Cl)Cl (configuration not stated)	7	-0.7	1	0	2	-8	-3	-1	1
CCOC(=O)C1CCCN(c2c(N3CCC(N4CCCCC4)CC3)c(=O)c2=O)C1 (configuration not stated)	0	1.9	1	8	-3	-3	8	2	-1
O=C(/C=C/c1ccccc1Cl)NCc1cccs1	-5	1.0	-3	6	-2	6	5	-2	-2
Cc1nn(C(=O)Cn2ccc([N+](=O)[O-])n2)c(C)c1Cl	-4	-1.4	-3	-3	0	0	16	3	5
C=CCn1c(SCC(=O)NCC2CCCO2)nnc1-c1ccncc1 (configuration not stated)	.	1.4	.	9	-3	7	1	.	-1
O=C(CSc1nnc(CNC(=O)c2ccc(F)cc2)o1)NCc1ccccc1Cl	0	3.1	3	0	-1	-1	2	-4	0
CC(=O)C(Cc1cnc(Cl)s1)(Cc1cnc(Cl)s1)C(C)=O	-5	-3.9	8	-2	2	6	-6	-2	0
CCOC(=O)c1nn(-c2ccc(F)cc2)c(=O)cc1OCC(=O)Nc1cccc(C)c1	1	-0.8	0	7	2	-7	3	4	-1
Cc1cccc(NC(=O)CN(C)S(=O)(=O)c2cccc3nsnc23)c1C	2	-2.4	3	6	4	0	6	3	2
CCc1cc2c(=O)n(-c3ccc(Br)cc3)cnc2s1	-3	-0.7	-1	2	-2	-3	4	11	1
Cc1ccc(C(=O)Oc2ccc(/C=C3\C(=N)N4N=C(N5CCOCC5)SC4=NC3=O)cc2)cc1	18	3.5	-3	-6	1	5	-4	15	4
CC(C)Oc1ccc(CCNC(=O)CC2C(=O)NCCN2C)cc1 (configuration not stated)	-3	-0.6	0	2	0	-5	2	0	1
CC(=O)Oc1ccc(-c2nc3c(C)cccc3c(=O)o2)cc1	4	0.7	-11	7	1	41*	4	8	7
Cc1nnc(SCC(=O)NC2CC2)s1	2	-0.5	0	1	-1	3	17	-5	-3
Cc1c(OC(C(=O)O)c2ccccc2)ccc2c(-c3ccccc3)cc(=O)oc12 (configuration not stated)	0	2.5	1	2	-1	6	0	19	3
COC(=O)c1cc(S(=O)(=O)Nc2ccc(C)c(F)c2)c[nH]1	-1	-2.2	-7	-1	-4	8	-7	-1	-4
Cc1ccc(NC(=S)N(CCN(C)C)C(C)c2ccco2)cc1Cl (configuration not stated)	0	0.4	4	-10	-4	4	-11	-1	-2
Cc1cccc(NC(=O)CSCC(=O)N(C)Cc2c(F)cccc2Cl)c1	1	-0.4	3	2	-3	2	6	-5	-1
Cc1cc(N(C)C(=O)c2ccc3c(c2)S(=O)(=O)c2cc(Cl)ccc2C3=O)c(C(F)(F)F)o1	.	.	.	5	.	7	2	.	-2
Cc1c(NC(=O)CCC2CCCCC2)cc(C(=O)N2CCOCC2)cc1[N+](=O)[O-]	2	1.6	-3	9	-6	-2	0	4	2
COc1ccc(C(=O)Nc2ccc(Nc3ccccc3)cc2)cc1[N+](=O)[O-]	2	6.7	6	-4	3	7	-14	-5	-7
COc1ccc(-c2nc3c([nH]2)c(=O)n(C)c(=O)n3C)c(OC)c1	-1	-0.8	-2	-3	2	7	5	-2	21
COc1cc(N=Nc2ccccc2C(=O)O)ccc1O	-4	3.4	4	-12	-2	-9	-24	-9	3
O=C(NCCCn1ccnc1)c1cc(Cl)cc(Cl)c1	-3	-1.5	-2	16	-1	-1	9	-10	87*
CCc1cc2cc(OC)ccc2nc1SCC(=O)Nc1cc(OC)c(OC)cc1C(=O)O	1	0.9	0	-9	-2	15	-5	16	0

Bioassay records deposited in PubChem BioAssay by The Scripps Research Institute Molecular Screening Center.
